High-throughput results deposited in PubChem by National Center for Advancing Translational Sciences (NCATS).
Pol kappa inh: blocks human DNA polymerase kappa activity. Potency, µM (titrated, usually from 107 µM), without a hit: at the top dose activity, negative = inhibition, actives largely listed as inhibitors. purified Pol kappa, fluorescent DNA synthesis assay, 10 min. AID 588579. hit rate 0.53% among 400,000; also: % is scaled to controls: 0 for no effect and ±100 for the full control effect
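Enzyme at 10 nM met test compounds for 15 min at room temperature. Substrate addition (50 nM final) began the reaction, which was monitored by fluorescence at 0 and 10 min.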
Glioma ERSR ind: inducers of ER stress response in human glioma cells. U87-MG GRP78 promoter luciferase reporter, 16 h. Potency, µM, inactives show top-dose activation, actives largely listed as activators. hit rate 0.02% among 420,000. AID 602332; also: series mostly up to about 76 µM; % of control where 0% means no effect; nearly all actives have a fitted effect of over 35% in size
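Stably transfected U87-MG glioma cells carrying a GRP78-based luciferase sensor; 16 h compound incubation. Luminescence end-point read 10 min after Bright-Glo addition at room temperature.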
APEX1 inh: APE1 (human) endonuclease inhibition; P27695; recombinant APE1, TAMRA/BHQ-2 abasic DNA cleavage fluorescence; Potency, µM (highest dose often 65.8 µM), inactives show at the highest dose activity change, negative = inhibition, hits mostly inhibitors; hit rate 0.35% among 350,000; AID 2517;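 also: plate controls were vehicle for no effect and reference inhibitor for full effect; nearly all actives have a fitted effect of over 55% in size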
Target sequence (P27695 whole entry, looked up): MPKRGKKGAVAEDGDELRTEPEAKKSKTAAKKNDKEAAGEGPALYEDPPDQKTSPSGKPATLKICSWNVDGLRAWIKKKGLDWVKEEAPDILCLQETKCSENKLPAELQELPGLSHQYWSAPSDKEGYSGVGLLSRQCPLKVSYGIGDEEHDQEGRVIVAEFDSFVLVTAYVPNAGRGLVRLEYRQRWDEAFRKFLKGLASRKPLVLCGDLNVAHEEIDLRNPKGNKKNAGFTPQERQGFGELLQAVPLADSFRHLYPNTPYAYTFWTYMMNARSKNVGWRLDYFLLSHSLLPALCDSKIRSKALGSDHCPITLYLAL
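Compound pre-exposure to 0.75 nM APE1, 15 min at ambient temperature. Reaction initiated with 50 nM TAMRA/BHQ-2 THF substrate, read immediately in kinetic mode, 525 nm excitation, 598 nm emission.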
Apoferritin bind: binds horse apoferritin like a general anesthetic. P02791. apoferritin/1-aminoanthracene competitive binding, fluorescence. Potency, µM (highest dose often 77.5 µM), without a hit: at the highest dose activity change, negative = displacement, usual class: inhibitors. hit rate 0.074% among 350,000; also: % is scaled to controls: 0 for no effect and ±100 for the full control effect; nearly all actives have a fitted effect of over 20% in size
Target sequence (P02791 2-175 limits assumed): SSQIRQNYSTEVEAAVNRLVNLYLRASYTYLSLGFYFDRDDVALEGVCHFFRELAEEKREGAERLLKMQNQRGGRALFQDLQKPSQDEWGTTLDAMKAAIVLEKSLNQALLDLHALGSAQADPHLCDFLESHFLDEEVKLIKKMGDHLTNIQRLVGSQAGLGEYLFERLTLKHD
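Horse-spleen apoferritin (10 uM) in 50% saturated 1-aminoanthracene in PBS was incubated 10 min at room temperature with compound. Fluorescence (ex 380, em 535 nm) was normalized to free and bound 1-AMA, with concentration-response fitted by a four-parameter Hill equation.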
BLM helicase inh: Bloom syndrome helicase (human) inhibition; P54132; recombinant BLM DNA unwinding, fluorescence dequenching; Potency, µM (series often up to 56.1 µM), without a hit: at the top dose activity change, negative = inhibition, most hits filed as inhibitors; hit rate 0.2% among 350,000;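 also: plate controls were vehicle for no effect and no enzyme for full effect; nearly all actives have a fitted effect of over 35% in size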
Starred values were filed as active, the others as inactive; ? = inconclusive; . = no result given; & = joins results of further samples; [ ] = remark or other dose. Calls follow the shape of the dose curve; as a rule, active = well fitted curve in the direction sought with a large enough effect; inconclusive = small, poorly fitted or top-dose-only effect, or another doubt; inactive = no such curve, though single readings can be large; an effect the other way counts as inactive or inconclusive. Potency is read from the fitted curve at half-maximal effect. Not all compounds are listed. The share of hits here may be higher or lower than overall.

SMILES	Pol kappa inh	Glioma ERSR ind	APEX1 inh	Apoferritin bind	BLM helicase inh
c1ccc(NNc2ccccc2)cc1	.	.	-1%	.	.
C[C@@H]([C@H](O)c1ccccc1)N(C)C	.	.	-1%	.	.
O=[N+]([O-])c1cc(C(F)(F)F)cc([N+](=O)[O-])c1Cl	.	.	8%	.	.
CC(C)(C)OOC(=O)c1ccccc1	.	.	7%	.	.
Oc1c(Cl)cc(Cl)cc1Cl	.	.	-3%	.	.
O=C(O)C(Cl)Br (stereo unspecified)	.	.	17%	.	.
O=C=NC1CCCCC1	.	.	-1%&14%	.	.
OC[C@@H](O)[C@H]1O[C@@H]2O[C@H](C(Cl)(Cl)Cl)O[C@@H]2[C@H]1O	.	.	-6%	.	.
C=CC[C@]1(O)CC[C@H]2[C@@H]3CCC4=CCCC[C@@H]4[C@H]3CC[C@@]21C	.	.	6%	.	.
CCN(N=O)C(N)=O	.	.	-1%	.	.
N#CCc1ccccc1	.	.	13%	.	.
c1nc[nH]n1	.	.	8%	.	.
C(=NC1CCCCC1)=NC1CCCCC1	.	.	0%	.	.
O=[N+]([O-])C(Br)Br	.	.	2%	.	.
c1ccc(P(c2ccccc2)c2ccccc2)cc1	.	.	25%	.	.
CC(C)C#N	.	.	3%	.	.
C[C@H]1CC[C@]2(NC1)O[C@H]1C[C@H]3[C@@H]4CC[C@H]5C[C@@H](O[C@@H]6O[C@H](CO)[C@H](O[C@@H]7O[C@H](CO)[C@@H](O)[C@H](O[C@@H]8OC[C@@H](O)[C@H](O)[C@H]8O)[C@H]7O[C@@H]7O[C@H](CO)[C@@H](O)[C@H](O)[C@H]7O)[C@H](O)[C@H]6O)CC[C@]5(C)[C@H]4CC[C@]3(C)[C@H]1[C@@H]2C	.	.	-3%	.	.
C[N+]1(C)[C@@H]2CC[C@H]1CC(OC(=O)c1c[nH]c3ccccc13)C2 (stereo partly specified)	.	.	-11%	.	.
CO/N=C(\C(=O)N[C@@H]1C(=O)N2C(C(=O)O)=C(CSc3nc(=O)c(O)nn3C)CS[C@H]12)c1csc(N)n1	.	.	14µM*	.	.
C(CCOCC1CO1)COCC1CO1 (stereo unspecified)	.	.	2%	.	.
C[C@]12C=CC(=O)C=C1CC[C@@H]1[C@@H]2CC[C@]2(C)OC(=O)CC[C@@H]12	.	.	19%	.	.
O=C1C[C@@H]2OCC=C3CN4CC[C@]56c7ccccc7N1[C@H]5[C@H]2[C@H]3C[C@H]46	.	.	1%	.	.
CCNCC	.	.	2%	.	.
CC(=O)NC1CCSC1=O (stereo unspecified)	.	.	-3%[21 µM]	.	.
NCC[C@H](O)C(=O)N[C@@H]1C[C@H](N)[C@@H](O[C@H]2O[C@H](CN)[C@@H](O)[C@H](O)[C@H]2N)[C@H](O[C@@H]2O[C@H](CO)[C@@H](O)[C@H]2O)[C@H]1O	.	.	-1%[21 µM]	.	.

The list continues.
SMILES	Pol kappa inh	Glioma ERSR ind	APEX1 inh	Apoferritin bind	BLM helicase inh
C=CC=O	.	.	3%	.	.
CCN(CC)C(=O)N[C@@H]1C=C2c3cccc4[nH]cc(c34)C[C@@H]2N(C)C1	.	.	?	.	.
CN=C=S	.	.	1%	.	.
Oc1cccc(Cl)c1	.	.	1%	.	.
O=P(OCCCl)(OCCCl)OCCCl	.	.	-1%	.	.
Nc1c(Cl)c(Cl)nc(C(=O)O)c1Cl	.	.	-2%	.	.
CCOC(=O)CBr	.	.	1%	.	.
Cc1ccc(O)cc1C	.	.	2%	.	.
c1ccoc1	.	.	-3%	.	.
Oc1cccc(Cl)c1Cl	.	.	-6%	.	.
Nc1cc(Cl)ccc1Cl	.	.	1%	.	.
O=C(O)CBr	.	.	-2%	.	.
O=C1CCC[C@H]2[C@H]3CCCN4CCCC(=CN12)[C@@H]34	.	.	3%	.	1%
COC(=O)C12CC3=C[C@H](CC3=O)Cc3ccccc3[C@@H]1CNC2=O (stereo partly specified)	.	.	-3%&19%	.	5%&6%
O=C(CN1CCCCC1c1cccnc1)c1ccccc1 (stereo unspecified)	.	.	-6%	.	-6%
CC/C=C\C/C=C\C/C=C\C/C=C\C/C=C\CCCC(=O)NCCCC(=O)O	.	.	-1%	.	0%
C=C(CC1(CNP(=O)(c2ccccc2)c2ccccc2)CC1)c1ccccc1	.	.	1%	-1%	-6%
O=P(c1ccccc1)(c1ccccc1)N1CC2(CC2)CC(O)(c2ccccc2)C1 (stereo unspecified)	.	.	-3%	-13%	-2%
CN(C)c1ccc(/C=C2\CCCN=C2c2cccnc2)cc1	.	.	-4%	2%	-15%
Cc1ncc(CN2CC=C(c3ccccc3)CC2)c(N)n1	.	.	-1%	-11%	0%
CN1[C@@H]2CC[C@H]1CC(OC(=O)N1Cc3ccccc3NC1=O)C2 (stereo partly specified)	.	.	-3%	-2%	2%
CC(C)CC(N)C1(c2ccc(Cl)cc2)CCC1 (stereo unspecified)	.	.	-4%	-14%	-5%
CCCc1cc2c(n1Cc1ccc(C)cc1)C(C)C1CN(C(=O)c3ccccc3)C(C)(C(=O)OC)C21 (stereo unspecified)	.	.	-9%	-9%	-9%
CCN(CC)Cc1nccn1-c1ccc([N+](=O)[O-])cc1C(=O)c1ccccc1Cl	.	-6%	.	.	.
COCCOCCO	.	-3%	.	.	.

Part of the list above in order of SMILES length, smallest number first.
SMILES	Pol kappa inh	Glioma ERSR ind	APEX1 inh	Apoferritin bind	BLM helicase inh
CCNCC	.	.	2%	.	.
C=CC=O	.	.	3%	.	.
c1ccoc1	.	.	-3%	.	.
COCCOCCO	.	-3%	.	.	.
O=C(O)CBr	.	.	-2%	.	.
CCOC(=O)CBr	.	.	1%	.	.
Cc1ccc(O)cc1C	.	.	2%	.	.
Nc1cc(Cl)ccc1Cl	.	.	1%	.	.
CC(=O)NC1CCSC1=O (stereo unspecified)	.	.	-3%[21 µM]	.	.
O=P(OCCCl)(OCCCl)OCCCl	.	.	-1%	.	.
Nc1c(Cl)c(Cl)nc(C(=O)O)c1Cl	.	.	-2%	.	.
O=C(CN1CCCCC1c1cccnc1)c1ccccc1 (stereo unspecified)	.	.	-6%	.	-6%
Cc1ncc(CN2CC=C(c3ccccc3)CC2)c(N)n1	.	.	-1%	-11%	0%
CN(C)c1ccc(/C=C2\CCCN=C2c2cccnc2)cc1	.	.	-4%	2%	-15%
O=C1CCC[C@H]2[C@H]3CCCN4CCCC(=CN12)[C@@H]34	.	.	3%	.	1%
C=C(CC1(CNP(=O)(c2ccccc2)c2ccccc2)CC1)c1ccccc1	.	.	1%	-1%	-6%
COC(=O)C12CC3=C[C@H](CC3=O)Cc3ccccc3[C@@H]1CNC2=O (stereo partly specified)	.	.	-3%&19%	.	5%&6%
O=P(c1ccccc1)(c1ccccc1)N1CC2(CC2)CC(O)(c2ccccc2)C1 (stereo unspecified)	.	.	-3%	-13%	-2%
CCN(CC)Cc1nccn1-c1ccc([N+](=O)[O-])cc1C(=O)c1ccccc1Cl	.	-6%	.	.	.
CCN(CC)C(=O)N[C@@H]1C=C2c3cccc4[nH]cc(c34)C[C@@H]2N(C)C1	.	.	?	.	.
CCCc1cc2c(n1Cc1ccc(C)cc1)C(C)C1CN(C(=O)c3ccccc3)C(C)(C(=O)OC)C21 (stereo unspecified)	.	.	-9%	-9%	-9%
NCC[C@H](O)C(=O)N[C@@H]1C[C@H](N)[C@@H](O[C@H]2O[C@H](CN)[C@@H](O)[C@H](O)[C@H]2N)[C@H](O[C@@H]2O[C@H](CO)[C@@H](O)[C@H]2O)[C@H]1O	.	.	-1%[21 µM]	.	.

Other compounds:
SMILES	Pol kappa inh	Glioma ERSR ind	APEX1 inh	Apoferritin bind	BLM helicase inh
C[C@H]1[C@@H]2Cc3ccc(O)cc3[C@]1(C)CCN2C	.	-3%	.	.	.
Cc1nnc2n1-c1sc(CCc3ccc(CC(C)C)cc3)cc1C(c1ccccc1Cl)=NC2C (stereo unspecified)	.	-1%	.	.	.
CNC(C)Cc1ccc2c(c1)OCO2 (stereo unspecified)	.	-3%	.	.	.
COc1ccc(C(=O)C2CCCN(CC3CCCCC3)C2)cc1OC (stereo unspecified)	.	-1%	.	.	.
COc1cc(CCN)c(OC)cc1Br	.	-2%	.	.	.
COc1cccc(-c2ccc(O)c(CNC3CN4CCC3CC4)c2)n1 (stereo unspecified)	.	-5%	.	.	.
COc1cc(C[C@H](C)N)c(OC)cc1C	.	-3%	.	.	.
CC(C)Oc1cccc(NC(=O)c2ccccc2C(F)(F)F)c1	.	-3%	.	.	.
CN1CC[C@]23c4c5ccc(O)c4OC2C(O)CCC3[C@H]1C5 (stereo partly specified)	.	-1%	.	.	.
COc1cc(C[C@H](C)N)c(OC)cc1Br	.	-4%	.	.	.
CNCC(=O)c1ccc(O)c(O)c1	.	-2%	.	.	.
S=C(SSC(=S)N1CCCCC1)N1CCCCC1	.	2%	.	.	.
COc1cc(CC(C)N)c(OC)cc1Br (stereo unspecified)	.	-3%&-4%	.	.	.
CCOP(=S)(OCC)O/N=C(\C#N)c1ccccc1	.	-1%	.	.	.
CCCN(CCC)CCc1c[nH]c2ccccc12	.	-3%	.	.	.
ClC1=C(Cl)[C@]2(Cl)[C@@H]3[C@@H]4C[C@@H]([C@H]5O[C@@H]45)[C@@H]3[C@@]1(Cl)C2(Cl)Cl	.	-4%	.	.	.
CCCCCc1cc(O)c2c(c1)OC(C)(C)c1ccc(C)cc1-2	.	-11%	.	.	.
CC(O)CN1CCN(CC(=O)[O-])CCN(CC(=O)[O-])CCN(CC(=O)[O-])CC1.[Gd+3] (stereo unspecified)	.	-4%&-4%	.	.	.
Oc1ccc2c3c1O[C@H]1[C@@H](O)C=CC4[C@@H](C2)NCC[C@@]341 (stereo partly specified)	.	-2%	.	.	.
CN(C)CCc1c[nH]c2cccc(OP(=O)(O)O)c12	.	-2%	.	.	.
CCON=C(CC)C1=C(O)CC(c2c(C)cc(C)cc2C)CC1=O (stereo unspecified)	.	-3%	.	.	.
C/C=C(\CC)C(=O)NC(N)=O	.	-4%	.	.	.
C=C/C=C/CC1=C(C)[C@@H](OC(=O)[C@@H]2[C@@H](/C=C(\C)C(=O)OC)C2(C)C)CC1=O (tested in a mixture with another compound)	.	-5%	.	.	.
O=[N+]([O-])c1cc([N+](=O)[O-])c2ccccc2c1	.	-4%	-3%	.	.
COC(=O)c1ccccc1C(=O)OC	.	-3%	1%	.	.
Cc1cccc(C)c1NC(=O)CN1CCCC1=O	-12%[60.1 µM]	-2%	.	.	.

Reformatted: results already given.
Value order – Pol kappa inh, Glioma ERSR ind, APEX1 inh, Apoferritin bind, BLM helicase inh
> CC(C)Oc1cccc(NC(=O)c2ccccc2C(F)(F)F)c1
 : ., -3%, ., ., .
> COc1cc(CC(C)N)c(OC)cc1Br (stereo unspecified)
 : ., -3%&-4%, ., ., .
